Screens: PubChem BioAssay, several laboratories
m5-HT2A agonist – mouse HTR2A agonism via beta-arrestin recruitment | AID 624169 | activation, % at 7.6 µM | CHO-K1 mHTR2A beta-arrestin complementation, luminescence; percent of 30 µM serotonin response | P35363 | 360,000 compounds, 0.66% hits;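 active = activation above a run cutoff, the mean activation of all tested compounds plus 3 SD, cut at about 14% in these data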;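 also: 0% = plate median of compound wells and 100% = 30 µM serotonin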
ABCB6 inh MLPCN – blocks the human ABCB6 transporter. Q9NP58. K562-ABCB6 porphyrin accumulation, flow cytometry, 1 h; hits give low values. fluorescence ratio to DMSO, % at 10 µM. 360,000 compounds, 0.19% hits. AID 602162;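 active = fluorescence ratio to DMSO below 75%, the collection mean minus 3 SD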;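 also: signal is porphyrin accumulated inside mitochondria; 100% equals median channel fluorescence of DMSO control wells; lower ratio means ABCB6 inhibition with less porphyrin fluorescence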
Target sequence (Q9NP58 whole entry, looked up): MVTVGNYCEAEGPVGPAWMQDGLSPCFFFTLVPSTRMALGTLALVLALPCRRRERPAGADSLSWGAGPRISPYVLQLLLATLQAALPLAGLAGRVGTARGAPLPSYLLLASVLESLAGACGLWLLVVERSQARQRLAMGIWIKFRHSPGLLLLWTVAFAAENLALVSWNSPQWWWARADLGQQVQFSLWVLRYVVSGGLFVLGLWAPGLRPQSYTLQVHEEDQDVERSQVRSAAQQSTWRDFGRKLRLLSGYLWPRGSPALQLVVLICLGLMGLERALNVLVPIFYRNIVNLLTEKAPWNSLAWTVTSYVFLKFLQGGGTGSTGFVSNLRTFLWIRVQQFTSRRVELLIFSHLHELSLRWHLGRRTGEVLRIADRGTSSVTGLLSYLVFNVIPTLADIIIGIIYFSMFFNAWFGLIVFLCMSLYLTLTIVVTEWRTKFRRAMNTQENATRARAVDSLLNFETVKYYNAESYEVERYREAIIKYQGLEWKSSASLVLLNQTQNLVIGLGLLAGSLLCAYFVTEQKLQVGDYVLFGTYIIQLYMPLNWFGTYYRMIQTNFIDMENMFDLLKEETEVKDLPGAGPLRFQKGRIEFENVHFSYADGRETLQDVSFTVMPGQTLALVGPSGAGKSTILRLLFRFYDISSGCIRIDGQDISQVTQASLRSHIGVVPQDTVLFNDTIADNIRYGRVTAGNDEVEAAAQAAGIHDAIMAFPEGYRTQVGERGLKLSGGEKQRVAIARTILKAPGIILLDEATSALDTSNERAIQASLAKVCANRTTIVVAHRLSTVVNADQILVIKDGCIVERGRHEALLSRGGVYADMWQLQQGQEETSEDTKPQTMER
Granule exo inh – lytic granule exocytosis inhibition. TALL-104 LAMP-1 surface exposure, flow cytometry; cells stimulated with thapsigargin and PMA. inhibition, % at 10 µM. 360,000 compounds, 0.66% hits;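 active = inhibition above about 55%, limit read from the data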
MC4R ag barr – human MC4R agonism via beta-arrestin. P32245. AID 540308. 360,000 compounds, 0.98% hits. activation, % at 8.9 µM. U2OS MC4R beta-arrestin complementation, luminescence; percent of melanotan II response, DMSO zero;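 active = activation above a per-plate cutoff, the mean activation of sample wells on that plate plus 3 SD, cut at about 8% in these data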
ABHD5 PLIN5 PPI – inhibitors of human ABHD5-perilipin-5 interaction; Q00G26+Q8WTS1; Split G. princeps luciferase complementation, luminescence, 4 h; inhibition, % at 4 µM; 360,000 compounds, 0.78% hits; AID 602281;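 active = inhibition above the mean inhibition across every tested compound plus 3 SD, cut at about 22% in these data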;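 also: 0% = DMSO only wells and the 100% control is not disclosed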
hiPSC survival – increases survival of single human iPS cells | 360,000 compounds, 0.044% hits | hiPSC single-cell survival, ATPlite luminescence; 100% = ROCK inhibitor wells, 0% = DMSO | survival enhancement, % at 20 µM; in the data active = survival enhancement above about 18%;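 also: cells exposed to compounds for 16 hours before the ATP read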
MC4R antagonist – blocks human MC4R cAMP signaling. 360,000 compounds, 0.48% hits. inhibition, % at 6.5 µM. MC4R-expressing cells, MTII-stimulated cAMP, LANCE TR-FRET;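 active = inhibition above its plate's cutoff, the mean of tested wells on that plate plus 3 SD, cut at about 29% in these data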;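 also: 0% = Melanotan II alone and 100% = Melanotan II plus saturating MCL0020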
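system = U2OS cells with stable human MC4R expression | also added = Melanotan II challenge after compound preincubation | dosing = one concentration, 6.5 µM nominal | incubation = compound 30 min, challenge 1 h, detection 1 h | measured by = TR-FRET with Eu-cAMP and labeled anti-cAMP, 671 nm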
Glyco luc inh – blocks N-linked glycosylation in D54 reporter cells | AID 588692 | D54 ERlucT glycosylation luciferase reporter, 24 h; percent of 100 nM tunicamycin response | 360,000 compounds, 0.23% hits | reporter increase, % at 12.5 µM;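 active = mean luciferase reporter signal, scaled so untreated is 0 and the glycosylation-blocking control 100, at or above a set limit in every replicate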;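 also: luciferase carries N-glycosylation sites so blocking glycosylation raises the light; 0% = median of neutral control wells and 100% = median of 100 nM tunicamycin wells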
aDG glyco act – alpha-DG glycosylation activation. Pro5-aDG cells, alpha-DG glycosylation AlphaScreen (IIH6); 0% Pro5, 100% B10-LARGE cell signal. activation, % at 10 µM. 360,000 compounds, 0.22% hits;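 active = activation of at least 8% versus controls, or a plate z-score of at least 8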;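 also: Pro5 are CHO cells carrying HIG-tagged alpha-DG that lacks glycosylation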
H9c2 protect – modulators protecting cardiomyocytes from myocardial damage; AID 588492; H9c2 cardiomyocytes, H2O2 injury protection, ATPLite, 2 h; 360,000 compounds, 0.63% hits; protection from H2O2 cell death, % at 20 µM;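 active = compounds giving at least 50% protection of heart cells from peroxide-induced death in the single-dose screen, raw or plate-pattern-corrected value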;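 also: 0% = DMSO wells with peroxide and 100% = DMSO wells without peroxide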
* marks the source's active call; other numbers are inactive results; x = not tested or not shown.

SMILES	m5-HT2A agonist	ABCB6 inh MLPCN	Granule exo inh	MC4R ag barr	ABHD5 PLIN5 PPI	hiPSC survival	MC4R antagonist	Glyco luc inh	aDG glyco act	H9c2 protect
Cc1ccccc1-n1ncc2c1CC(C)(C)CC2NC(=O)CN1CCCC1=O (stereo not drawn)	-6	104	2	-2.6	2	0.3	2	0	-0.2	3
CC(C)CN1C(=O)/C(=C(/C#N)C(=O)NC2CCCCC2)c2ccccc21	-4	97	5	2.5	-10	1.2	15	-2	0.5	-15
COc1cccc(OCCOc2ccccc2OC(C)C)c1	1	104	-6	-0.7	-5	16	6	-1	0.3	-15
COc1cccc(NC(=O)Nc2cccc(C)n2)c1	8	96	-4	-2.4	-3	-0.1	-2	0	0.0	-3
O=C(NN1CC(C(=O)OCc2ccc(Cl)cc2Cl)CC1=O)c1ccccc1 (stereo not drawn)	-6	104	0	2.5	0	-0.3	3	2	-0.4	-2
COc1ccc(CNc2nc(NCc3ccc(OC)cc3)c3[nH]cnc3n2)cc1	-4	97	11	12*	6	-1.7	5	6	-0.1	4
O=C(Nc1ccc(F)cc1)C(c1ccccc1)N1CCN(c2ccncc2)CC1 (stereo not drawn)	4	x	-15	x	-9	x	x	x	-0.1	x
CC(C)(C)CC(=O)Nc1nn[nH]n1	11	99	1	1.0	-1	0.7	4	1	-0.1	1
CC(C)c1onc(C(=O)NC2CCCCC2)c1[N+](=O)[O-]	-1	99	-4	0.4	3	0.0	16	-1	-0.1	2
Cc1cccc(C(=O)Nc2nnc(S(=O)(=O)N3CCC(C)CC3)s2)c1	5	100	-2	-1.0	-1	-0.7	50*	-2	0.1	-7
COc1cc(OC)cc(-c2nnc(N(C)C(=O)c3ccncc3)s2)c1	-2	99	-3	-1.1	-3	0.4	15	1	0.3	-5
Cc1ccc(NC(=O)C2CC(=O)NC(N3CCc4ccccc43)=N2)cc1 (stereo not drawn)	-2	101	1	0.0	-1	-3.3	-1	4	0.1	0
Cc1ccccc1N1CC(C(=O)N2CCCCCC2)CC1=O (stereo not drawn)	1	97	43	-1.1	0	-0.1	7	2	-0.2	-2
O=C(COC(=O)c1cccc(Cl)c1)NC(=O)NCc1ccccc1	6	98	0	7.2	0	-0.6	1	0	0.1	-9
COc1ccc(CCNC(=O)CSc2nnc(CNC(=O)c3c(F)cccc3Cl)o2)cc1OC	-1	108	-1	-1.8	3	-0.4	0	0	-0.1	1
Cc1ccc(N(CN2C(=O)NC(C)(C)C2=O)CN2C(=O)NC(C)(C)C2=O)cc1	1	94	0	-1.1	-5	0.3	1	0	0.0	3
O=C1CCN(S(=O)(=O)c2ccccc2)CCN1CCOCc1ccc(F)cc1	0	99	-2	0.9	1	-1.9	6	-2	-0.1	3
NC(=O)c1ccc(-c2nnn(CC(=O)Nc3cccc(S(=O)(=O)N4CCCC4)c3)n2)cc1	-5	96	-2	0.5	-7	0.7	7	-1	-0.2	-4
O=C(CSc1ccc2nnc(CCNC(=O)c3ccc(F)cc3)n2n1)NCc1ccco1	4	93	-3	1.0	9	-0.2	1	x	-0.3	0
CC1CCc2nn(CC(=O)Nc3ccc(F)cc3F)cc2C1 (stereo not drawn)	5	106	-2	-1.1	2	2.1	5	1	0.3	-3
O=C(c1cc(C2CC2)nn1-c1ccccc1)N1CCN(S(=O)(=O)c2cccc(F)c2)CC1	-8	98	-1	-2.7	10	1.8	-3	-2	0.0	-4
Cc1cccc(CN2CCN(c3nc4nonc4nc3NC3CC3)CC2=O)c1	3	98	0	-2.0	1	1.6	-3	0	0.2	-10
COc1ccc2[nH]c3c(c2c1)CCN1C(=O)N([C@@H](C)C(=O)NC2CCCC2)C(=O)[C@]31C	-5	99	-4	0.5	2	-1.5	4	2	0.0	0
COc1ccc(NC(=O)N(CCC(C)C)C(C)c2ccccn2)c(OC)c1 (stereo not drawn)	-4	97	1	0.0	-6	1.5	11	-4	-0.2	2
CN1C(=O)/C(=C/c2ccc(OCc3ccc(F)cc3)cc2)N(C)C1=S	-5	104	-6	-0.5	-5	-0.3	-2	-3	0.1	-9
COc1ccc(OC)c(NC(=O)c2cc(-c3cc(C)cc(C)c3O)n[nH]2)c1	-2	91	0	20*	7	0.9	9	-6	-0.1	-4
CCOC(=O)C1(CCOc2ccccc2)CCN(Cc2cccs2)CC1	-9	95	5	-1.1	0	1.9	3	-4	0.0	-5
Cc1cc(S(=O)(=O)N2CCN(Cc3ccc4c(c3)OCO4)CC2)cc(C)c1N1CCCC1=O	-5	98	0	-0.6	4	-3.5	-1	-4	0.2	-24
COc1ccc(NC(=O)C2CCCN2C(=O)OCc2ccccc2)c(OC)c1 (stereo not drawn)	2	98	-3	-1.2	-7	7.2	2	1	-0.1	1
COc1ccc(OC)c(/C=C2\SC(=S)N(NS(=O)(=O)c3ccc(C)cc3)C2=O)c1	-3	96	32	-2.4	0	-0.4	4	2	-0.2	2
COc1ccc(NS(=O)(=O)c2c(C)[nH]c(C)c2C(=O)N2CCCCC2)cc1Cl	-1	99	-1	0.3	-7	2.9	-1	0	0.8	-2
O=C(CCn1c(=O)oc2ccccc21)Nc1ccc(N2CCOCC2)cc1	-6	93	9	-1.6	4	0.8	-6	-2	-0.1	-1
Cc1ccc(-c2nc3ccccc3s2)cc1S(=O)(=O)N1CCCC1	-2	102	0	-0.8	-3	0.8	-1	-3	0.2	-13
CCC(C)[C@H]1CNCCN1CCC12CC3CC(CC(C3)C1)C2 (stereo partly drawn)	-1	101	0	-0.8	6	-3.7	1	-2	-0.1	0
c1cc2c(cc1CNc1ccc(N3CCOCC3)cc1)OCO2	-11	97	-6	-2.8	-20	-1.5	-5	1	-0.4	-2
O=C(OCC(=O)N1CCCCCC1)c1ccc([N+](=O)[O-])cc1Cl	5	97	0	-2.8	2	-1.0	11	2	-0.1	-13

An excerpt of these results, comma-delimited:
structure,m5-HT2A agonist,ABCB6 inh MLPCN,Granule exo inh,MC4R ag barr,ABHD5 PLIN5 PPI,hiPSC survival,MC4R antagonist,Glyco luc inh,aDG glyco act,H9c2 protect
COc1ccc(NC(=O)C2CCCN2C(=O)OCc2ccccc2)c(OC)c1 (stereo not drawn),2,98,-3,-1.2,-7,7.2,2,1,-0.1,1
O=C(CCn1c(=O)oc2ccccc21)Nc1ccc(N2CCOCC2)cc1,-6,93,9,-1.6,4,0.8,-6,-2,-0.1,-1

(listing goes on)
SMILES	m5-HT2A agonist	ABCB6 inh MLPCN	Granule exo inh	MC4R ag barr	ABHD5 PLIN5 PPI	hiPSC survival	MC4R antagonist	Glyco luc inh	aDG glyco act	H9c2 protect
O=C(CCn1c(=S)oc2ccccc21)N1CCCCC1	7	96	-1	-0.9	-2	-0.6	3	-1	0.0	3
OCCNCCOc1ccccc1F	2	107	-2	-1.7	-1	5.8	1	-2	0.6	1
O=C(CCc1ccccn1)N1CCCC(N2CCN(c3cccc(C(F)(F)F)c3)CC2)C1 (stereo not drawn)	2	104	0	0.4	2	0.3	5	0	0.2	3
COc1ccc(-c2nc(-c3ccccn3)no2)cc1	2	77	-3	-1.9	-5	-6.8	0	-24	-0.3	-12
COc1cc(OC)c(NC(=O)CC(C)=O)cc1Cl	2	100	-2	-2.3	8	-1.5	0	4	-0.1	7
CCCC(O)(CCC)C(=O)NN(C(=O)CCl)c1ccccc1	-1	101	-2	1.3	-2	-4.6	17	0	0.1	-8
CCOc1ccccc1NC(=O)Cn1c(=O)c2ccccc2n(CC)c1=O	0	93	2	-3.6	5	-2.0	-1	0	0.1	9
O=C(O)CN1C(=O)/C(=C\c2cccc(OC(=O)c3ccco3)c2)SC1=S	5	95	18	-0.2	-9	1.3	0	2	-0.1	0
CCOc1ccc2nc(NC(=O)Cn3cnc4c3c(=O)n(C)c(=O)n4C)sc2c1	4	99	-3	0.4	-2	-0.2	8	0	0.3	-4
Cc1ccc(-n2c(C)cc(C(=O)CN3CCCCC3)c2C)cc1	-2	103	-2	-1.4	-1	-1.7	0	-9	1.1	-3
Cc1ccccc1NC(=S)N1CCN(Cc2ccccc2)CC1	4	99	2	-1.1	2	1.5	4	2	0.2	2
CCOc1cccc(C2/C(=C(/O)c3ccc4c(c3)CC(C)O4)C(=O)C(=O)N2Cc2cccnc2)c1 (stereo not drawn)	0	97	6	-3.5	3	0.8	10	0	0.1	2
Cc1cc(N)n2nc(C(F)(F)F)nc2n1	-4	97	-1	-0.5	10	1.0	5	0	-0.1	-1
COc1cccc(-c2cc3nc4c(c(N5CCC6(CC5)OCCO6)n3n2)CCCC4)c1	3	97	5	-1.2	-3	9.4	9	-10	0.0	9
O=C(CCC(=O)Nc1nnc(C2CCCCC2)s1)NCC1CCCO1 (stereo not drawn)	3	100	-1	-3.5	0	0.1	-1	2	-0.2	-3
CC(=O)c1ccc(OCCCC(=O)Nc2cccc(S(=O)(=O)N3CCCCCC3)c2)cc1	-2	96	3	-0.1	-1	1.3	18	-2	-0.1	-3
COc1ccc(OC)c(S(=O)(=O)n2ccnc2C)c1	-1	98	1	-0.7	3	0.1	3	3	-0.2	3
OC[C@@H]1CN(Cc2ccccc2)C[C@H](n2cnc3c(Nc4ccccc4)ncnc32)O1	-1	95	0	-1.0	-1	1.5	-8	2	0.0	11
CC(=O)OC1(C)C=Cc2ccccc2C1=NS(=O)(=O)c1ccccc1 (stereo not drawn)	-1	99	-10	-2.2	-9	-2.6	-2	3	0.2	-15
Cc1ccc(N/C=C(\[N+](=O)[O-])S(=O)(=O)c2ccccc2)cc1	0	96	2	-1.9	2	2.2	1	1	-0.5	12
Nc1ccc(Oc2ccc(N)c([N+](=O)[O-])c2)cc1[N+](=O)[O-]	-4	102	2	-2.5	6	10	-4	1	-0.6	3
COC(=O)C1=CN(C2CC2)C=C(C(=O)OC)C1c1ccccc1OC	1	98	0	-1.4	2	3.8	-4	1	-0.3	-1
COc1ccccc1CCn1cc(C#N)c(=O)[nH]c1=O	2	96	-9	-0.8	-1	0.4	4	0	-0.1	4
CCOc1cccc(CN2CCC(n3nccc3NC(=O)CCCc3ccccc3)CC2)c1	-13	100	0	-1.8	0	-0.5	-3	-2	0.2	4
O=C(NCc1ccc2c(c1)OCO2)Nc1cccc(Cl)c1	-10	100	30	2.2	-2	-0.4	-1	0	0.1	-4
O=C(C(=O)N1CCN(C(=O)OCc2ccccc2)CC1)c1cccnc1	-1	x	-4	x	-7	x	x	x	0.3	x
C=C(Br)CN1CCN(CC(=C)Br)CC1	-2	105	-1	-0.7	0	-0.5	-2	2	-0.1	14
O=C(OCC(=O)N1CCOCC1)c1cc(S(=O)(=O)N2CCOCC2)c(Cl)cc1Cl	7	96	-3	-1.2	7	-1.7	15	0	0.0	4

Of the compounds above, 2 contain a CF3 group.
SMILES	m5-HT2A agonist	ABCB6 inh MLPCN	Granule exo inh	MC4R ag barr	ABHD5 PLIN5 PPI	hiPSC survival	MC4R antagonist	Glyco luc inh	aDG glyco act	H9c2 protect
O=C(CCc1ccccn1)N1CCCC(N2CCN(c3cccc(C(F)(F)F)c3)CC2)C1 (stereo not drawn)	2	104	0	0.4	2	0.3	5	0	0.2	3
Cc1cc(N)n2nc(C(F)(F)F)nc2n1	-4	97	-1	-0.5	10	1.0	5	0	-0.1	-1
